# Menin-MLL TR inh: displaces Texas Red mutant MLL peptide from human menin. O00255. 0.23% of 270,000 active. Menin + Texas Red MLL mutant peptide, fluorescence polarization. Potency, µM (titrated, usually from 61.6 µM), inactives show at the top dose FP activity change, negative = inhibition, most hits filed as inhibitors. AID 1768; active = well fitted inhibition curve with a large enough effect in the polarisation, with a control signal flat, not every such curve was filed as active; inconclusive = small, poorly fitted or top-dose-only effect, or effect the other way, or a change in a side signal; inactive = no such curve, though single readings can be large or run the other way; the % refers to the polarisation; also: potency is read from the fitted curve at half-maximal effect; % of control where 0% means no effect; many of its hits are not listed in these tables
# PKM2 act: activators of human pyruvate kinase M2 | 0.34% of 260,000 active | Potency, µM (titrated, usually from 57.5 µM), for the others: at the highest dose activation, most hits filed as activators | purified PKM2, Kinase-Glo ATP luminescence, activation; response scale: 0% is enzyme alone, no compound; also: potency is read from the fitted curve at half-maximal effect; % is scaled to controls: 0 for no effect and ±100 for the full control effect; nearly all actives have a fitted effect of over 55% in size
# Target sequence (P14618 whole entry, looked up): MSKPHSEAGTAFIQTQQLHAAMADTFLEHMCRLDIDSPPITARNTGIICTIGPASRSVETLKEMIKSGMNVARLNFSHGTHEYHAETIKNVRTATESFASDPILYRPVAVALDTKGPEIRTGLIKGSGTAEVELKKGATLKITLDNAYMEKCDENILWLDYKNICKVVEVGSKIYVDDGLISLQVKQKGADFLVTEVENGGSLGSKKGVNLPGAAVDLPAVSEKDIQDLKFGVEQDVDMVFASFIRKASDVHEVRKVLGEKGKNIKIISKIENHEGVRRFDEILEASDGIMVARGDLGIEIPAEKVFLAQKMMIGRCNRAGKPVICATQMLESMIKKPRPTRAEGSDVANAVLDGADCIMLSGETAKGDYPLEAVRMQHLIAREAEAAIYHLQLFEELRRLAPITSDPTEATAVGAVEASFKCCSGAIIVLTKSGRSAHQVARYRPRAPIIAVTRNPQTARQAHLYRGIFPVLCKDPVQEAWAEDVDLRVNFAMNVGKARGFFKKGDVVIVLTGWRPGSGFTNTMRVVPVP
#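 Purified hPK-M2 (>95%) run at intermediate activity with 0.1 mM ADP and 0.5 mM PEP in 50 mM imidazole pH 7.2, KCl, MgCl2; 1 h room temperature. ATP formed read by Kinase-Glo luminescence; normalized to uninhibited and no-enzyme controls.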
# Eya2 phos inh: inhibitors of human Eya2 phosphatase activity; O00167; recombinant Eya2, OMFP fluorescence dephosphorylation (OMFP is methylfluorescein phosphate); Potency, µM (highest dose often 76.9 µM), without a hit: at the top dose activity, negative = inhibition, most hits filed as inhibitors; 0.006% of 330,000 active; AID 488837; also: potency is read from the fitted curve at half-maximal effect; % is scaled to controls: 0 for no effect and ±100 for the full control effect
# Target sequence (O00167 whole entry, looked up): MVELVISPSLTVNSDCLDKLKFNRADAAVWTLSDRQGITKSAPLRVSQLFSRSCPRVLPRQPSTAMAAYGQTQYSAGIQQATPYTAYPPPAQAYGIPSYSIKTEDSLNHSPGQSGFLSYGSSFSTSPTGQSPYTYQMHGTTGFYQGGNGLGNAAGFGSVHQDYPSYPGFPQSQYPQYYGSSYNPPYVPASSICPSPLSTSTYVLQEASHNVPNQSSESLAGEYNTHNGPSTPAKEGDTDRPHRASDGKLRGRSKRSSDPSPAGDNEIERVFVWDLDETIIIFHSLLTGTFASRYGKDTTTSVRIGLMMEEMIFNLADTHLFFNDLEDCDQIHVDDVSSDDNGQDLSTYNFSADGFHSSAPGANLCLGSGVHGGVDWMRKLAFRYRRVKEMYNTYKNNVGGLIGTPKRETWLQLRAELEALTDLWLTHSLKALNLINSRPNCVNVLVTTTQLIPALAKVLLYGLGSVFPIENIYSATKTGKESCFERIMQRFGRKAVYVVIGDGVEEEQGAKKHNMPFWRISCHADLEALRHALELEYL
#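 Eya2 protein (added as 0.2 uM solution) was preincubated with compound for 10 min at ambient temperature in 50 mM HEPES pH 7.5, 50 mM NaCl, 5 uM MgCl2, 0.05% BSA, 1 mM DTT. OMFP (added at 50 uM) then reacted 10 min; fluorescence read at 485/525 nm.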
# USP2a inh: inhibitors of human ubiquitin-specific protease USP2a | O75604 | USP2 core, Ub-CHOP2 coupled fluorogenic reporter, 485/531 | Potency, µM (titrated, usually from 38.3 µM), for the others: at the top dose activity change, negative = inhibition, hits mostly inhibitors | 0.01% of 330,000 active;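 also: potency is read from the fitted curve at half-maximal effect; plate controls were DMSO wells for no effect and full inhibition by NEM control for full effect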
#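 Cell-free coupled assay: 10nM USP2 core preincubated 30min RT with compound in Tris-HCl pH 8.0/CaCl2/CHAPS buffer, then 25nM Ub-CHOP2 and 25nM reporter substrate; fluorescence (Ex 485/Em 531) read after 60min RT, normalized to NEM inhibition, concentration-response curves fitted.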
# S-ASM inh: human S-ASM enzyme inhibition. P17405. placental ASM, HMU-PC fluorogenic substrate, 60 min. Potency, µM (titrated, usually from 57.5 µM), for inactives: at the top dose activity change, negative = inhibition, usual class: inhibitors. 0.006% of 340,000 active. AID 504937; also: potency is read from the fitted curve at half-maximal effect
#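 Steps: dispense placental human ASM, pin compound, wait 10 min at room temperature, add HMU-PC0 substrate at 9 uM final, incubate 60 min at 37 °C, add stop solution raising pH to 10, read fluorescence.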
# TSHR antagonist: blocks TSH signaling through the human TSH receptor. P16473. TSHR-expressing cells, TSH-stimulated cAMP HTRF, 2 h; active compounds read low. activity change, negative = inhibition, % at 11.5 µM. 0.2% of 330,000 active;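 active = activity change below a set negative limit, meaning inhibition stronger than a set level, cut at about -70% in these data; inconclusive = activity change between two set negative limits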; also: % is scaled to controls: 0 for no effect and ±100 for the full control effect
#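 Cell-based HTRF cAMP assay; TSHR cells + compound, TSH EC80 (4nM final), 2 h, 37 deg C. Lysis with anti-cAMP cryptate and cAMP-d2, 30 min RT, read 665/620 nm.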
# GALK inh: blocks human galactokinase activity | Purified GALK, Kinase-Glo residual ATP luminescence | Potency, µM (doses to about 57.5 µM), without a hit: at the highest dose activity change, negative = inhibition, usual class: inhibitors | 0.007% of 270,000 active | AID 1868; also: potency is read from the fitted curve at half-maximal effect; % is scaled to controls: 0 for no effect and ±100 for the full control effect
#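 Galactose (100 uM) and ATP (35 uM) were turned over by 5 nM GALK for 1 h at RT. Kinase-Glo Plus then converted the remaining ATP into a luminescent signal.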
# hERG WT inh: inhibitors of human wildtype KCNH2 potassium channel. Q12809. U2OS, BacMam KCNH2, thallium flux FluxOr; active compounds read low. activity change, % at 1.84 µM. 0.37% of 340,000 active. AID 720551;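 active = maximum activity change below -70%; inconclusive = maximum activity change between -70% and -50%; inactive = maximum activity change above -50%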; also: % is scaled to controls: 0 for no effect and ±100 for the full control effect
#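 U2OS cells transduced with wild-type KCNH2 virus are loaded with FluxOr dye for 45 min, and thallium flux is measured in kinetic reads before and after stimulation buffer. Rate constants are normalized to DMSO controls.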
# MBNL1 CUG block: blocks human MBNL1 binding to CUG repeat RNA; Q9NR56; TR-FRET MBNL1-His/biotin-(CUG)12 binding, 665/545 ratio; Potency, µM (highest dose often 57.5 µM), inactives show at the highest dose activity change, negative = inhibition, hits mostly inhibitors; 0.036% of 280,000 active; AID 2675; active = well fitted inhibition curve with a large enough effect in the signal ratio, with a control signal flat, not every such curve was filed as active; inconclusive = small, poorly fitted or top-dose-only effect, or effect the other way, or a change in a side signal; inactive = no such curve, though single readings can be large or run the other way; the % refers to the signal ratio; also: potency is read from the fitted curve at half-maximal effect; % is scaled to controls: 0 for no effect and ±100 for the full control effect
#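 Inhibition of protein-RNA binding appears as loss of TR-FRET between terbium anti-His antibody on MBNL1-His and streptavidin-XL665 on biotin-(CUG)12. Activity is normalized to buffer-only and uninhibited-complex controls.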
# Mito fusion yeast: blocks mitochondrial division or promotes mitochondrial fusion; 0.23% of 320,000 active; S. cerevisiae fusion-defective mutant growth rescue, CellTiterGlo 48 h; Potency, µM (series often up to 46.1 µM), for inactives: at the highest dose growth rescue (activation), actives largely listed as activators;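 also: potency is read from the fitted curve at half-maximal effect; % of control where 0% means no effect; nearly all actives have a fitted effect of over 45% in size; temperature-sensitive fusion mutants such as fzo1-1 at 37 °C on non-fermentable ethanol glycerol medium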
#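 Temperature-sensitive fusion-defective S. cerevisiae (e.g. fzo1-1, mgm1-5) were grown with compound in YPEG medium (3% ethanol, 3% glycerol) for 48 hours at 37C. Growth rescue was measured as viability by CellTiterGlo luminescence after 10 minutes at ambient.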
# Chronic BCR inh: chronic active BCR signaling inhibition; ABC-DLBCL IkBa-CBG/CBR reporter, luminescence ratio, 4 h; Potency, µM (doses to about 46.1 µM), for inactives: at the highest dose ratio change, negative = lower green/red ratio, usual class: inhibitors; 0.05% of 340,000 active; AID 493014; active = well fitted inhibition curve with a large enough effect in the signal ratio, with a control signal flat, not every such curve was filed as active; inconclusive = small, poorly fitted or top-dose-only effect, or effect the other way, or a change in a side signal; the % refers to the signal ratio;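 also: potency is read from the fitted curve at half-maximal effect; plate controls were basal doxycycline-induced cells for no effect and cells given 10 µM MG132 for full effect; MG132 reads +100%, hits lower the ratio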
#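 Concentration-response series (up to 46 uM) were applied to TMD8 dual-reporter cells for 4 h at 37C with doxycycline. Green/red ratio, after filter-overlap correction, defined %Activity; red signal alone was normalised to basal cells and zero luminescence.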
# Numbers without * were called inactive; ? = inconclusive; . = not tested or not shown; [ ] = remark or other dose. Unless noted, calls follow the shape of the dose curve; as a rule, active = well fitted curve in the direction sought with a large enough effect; inconclusive = small, poorly fitted or top-dose-only effect, or another doubt; inactive = no such curve, though single readings can be large; an effect the other way counts as inactive or inconclusive. The list is partial; the hit share may differ from the screen's.
SMILES,Menin-MLL TR inh,PKM2 act,Eya2 phos inh,USP2a inh,S-ASM inh,TSHR antagonist,GALK inh,hERG WT inh,MBNL1 CUG block,Mito fusion yeast,Chronic BCR inh
O=c1[nH]c2cc(Cl)ccc2n(CCNc2ncc(C(F)(F)F)cc2Cl)c1=O,?,3%,10%,-1%,-1%,-7,-2%,25,10%,1%,6%
COc1ccc(NC(=O)C(OC(=O)c2cnccn2)c2ccccc2)cc1Cl (configuration not stated),.,4%,0%,-1%,-1%,8,-6%,21,5%,0%,?
O=C(CSCc1ccccc1)N1CCN(c2ccccc2)CC1,-10%,-1%,1%,2%,0%,-7,-1%,-7,-8%,18%,?
Cc1cc(C)n(C(=O)C2CCCN2S(=O)(=O)c2ccc(Cl)cc2)n1 (configuration not stated),-1%,0%,1%,-2%,5%,0,1%,-6,-5%,-1%,3%
O=C(O)c1nn(-c2ccccc2-c2n[nH]c(=O)[nH]c2=O)c(=O)[nH]c1=O,6%,-5%,-2%,1%,.,16,4%,.,7%,-7%,1%
C=CCn1c(SC)nc2sc3c(c2c1=O)CCc1ccccc1-3,?,4%,1%,-10%,-8%,-23,0%,3,17%,23%,4%
O=S(=O)(c1ccc(F)cc1)N1CC2CCCN2c2ccc(C(F)(F)F)cc21 (configuration not stated),13%,-2%,-7%,-2%,-13%,-9,1%,-4,0%,-7%,14%
Cc1ccc(C(=O)NNC(=O)Cn2nnc3ccccc32)cc1,.,0%,2%,3%,4%,27,-3%,-2,9%,-3%,-10%
CCCS(=O)(=O)N1CCC(C(=O)NCCCOC)CC1,-3%,-1%,-7%,1%,2%,3,-1%,11,-8%,-4%,-1%
O=C(CN1C(=O)NC2(CCCCCCC2)C1=O)N1CCN(C(=O)c2ccco2)CC1,-6%,2%,14%,1%,3%,16,0%,8,-5%,-1%,0%
CCOC(=O)C1=C(C)NC(=S)NC1c1ccc(C)s1 (configuration not stated),4%,1%,6%,-1%,1%,-1,-1%,11,-3%,-3%,-5%
NC(=O)C1CCN(C(=O)/C=C/c2ccccc2[N+](=O)[O-])CC1,.,-5%,-11%,0%,0%,7,-1%,-3,.,7%,-5%
O=C(CN1C(=O)NC2(CCCCCC2)C1=O)Nc1cccc(F)c1,.,.,6%,-1%,-1%,3,.,15,.,5%,?
CC[n+]1c(C=C2C=C(C)OC(C)=C2)sc2ccccc21,-22%,-5%,1%,0%,?,-27,2%,-9,.,5%,-1%
Cc1ccc(S(=O)(=O)Nc2ccc(S(=O)(=O)N3CCOCC3)cc2)cc1[N+](=O)[O-],17%,.,-14%,0%,-4%,0,5%,23,7%,0%,-4%
CCOC(=O)c1sc(C)nc1C1CCN(C(=O)OCC)CC1,4%,2%,8%,4%,1%,-8,5%,-2,4%,7%,6%
O=C(OCc1nnc(-c2ccccc2)o1)c1ccc2c(c1)C(=O)N(CCc1ccccc1)C2=O,-3%,0%,6%,0%,-7%,-4,-4%,-21,3%,-2%,?
CC(C)(C)OC(=O)N1CCC[C@H]1c1nnc(SCC(=O)Nc2cccc(Cl)c2)o1,.,7%,4%,4%,-7%,-13,-3%,-11,.,-1%,-4%
Cc1csc(SCC(=O)Nc2nccs2)n1,.,.,-27%,3%,1%,-3,.,-1,.,-1%,9%
CC(NC(=O)c1ccccc1Br)c1nnc(SCC(=O)NC2=NCCS2)n1C (configuration not stated),10%,.,1%,1%,5%,30,0%,1,-6%,5%,2%
Cc1cc2nc(CCN(Cc3cccnc3)C(=S)Nc3ccc(F)cc3)[nH]c2cc1C,?,0%,-7%,1%,0%,4,.,-2,-12%,-1%,6%
Cc1nnc(SCC2=C(C(=O)O)N3C(=O)C(NC(=O)Cn4nc(C(F)F)c(Cl)c4C)C3SC2)s1 (configuration not stated),43%[activator],-10%,-7%,-6%,-2%,30,4%,9,-5%,0%,?
O=C1COc2ccc(C(=O)COC(=O)c3ccc(F)cc3Cl)cc2N1,.,.,4%,2%,2%,-21,.,-4,.,.,5%
Cc1cc(CN(C)C(=O)c2ccc3nc(Cc4ccccc4F)oc3c2)n[nH]1,.,2%,2%,-2%,2%,4,-3%,0,2%,0%,-1%
N#Cc1c(-c2ccc(Cl)cc2)ccn2nc(C3CCCCC3)nc12,.,3%,7%,5%,0%,-5,-2%,-10,256%[activator],1%,?
Cc1ccccc1C(=O)NC1CCN(CC(=O)Nc2nccs2)CC1,-3%,-17%,-25%,-2%,6%,16,2%,4,-7%,4%,?
Fc1ccc(Nc2nc3ccccc3s2)cc1,15%,-1%,-4%,-1%,-3%,10,0%,-1,-4%,0%,2%
CCN(CC)c1ccc(NS(=O)(=O)c2ccc3c(c2)oc(=O)n3C)c(C)c1,-4%[11.7 µM],28%,-19%,-2%,10%,-7,1%,8,-1%,1%,-13%
Cc1c(Cl)cccc1NC(=O)CCCCCN1C(=O)CCC1=O,-5%,4%,3%,0%,3%,8,-1%,-6,0%,-5%,-20%
Cc1ccc(CCN2C(=O)CCC2(C)C(=O)NC2CCCC2)cc1 (configuration not stated),16%,-1%,-3%,3%,-2%,4,.,-5,-16%,-4%,1%
COc1cc(OC)cc(C(=O)NNC(=O)Cc2ccc(OC)c(S(=O)(=O)N3CCOCC3)c2)c1,-15%,-22%,-6%,0%,2%,33,1%,4,-19%,?,?
CCOc1cccc2sc(NC(=O)CCS(=O)(=O)c3ccccc3)nc12,21%,-5%,-1%,0%,-2%,-3,5%,4,-1%,-7%,?
CC(C)(C)c1cc(/C=C2\NC(=O)NC2=O)cc(C(C)(C)C)c1O,-19%,.,-23%,-2%,-10%,-3,.,-3,1%,2%,-17%
Cc1cc(NC(=O)CSc2ncnc3sccc23)no1,-2%,16%,-18%,3%,-1%,0,-1%,-1,-7%,3%,-5%
COc1ccccc1CN(C)CC(=O)Nc1cccc(S(=O)(=O)N2CCCC2)c1,.,.,1%,-1%,0%,6,.,2,.,.,0%
Oc1ccc(Br)cc1/C=N/Nc1ccccn1,?,.,6%,6%,230%[activator],-13,11%,-10,0%,-16%,14%
CCOc1ccc2nc(NCCNC(=O)Nc3ccccc3)c(C#N)cc2c1,18%,1%,-4%,0%,344%[activator],-1,-1%,1,20%,1%,3%
CCS(=O)(=O)N1Cc2ccccc2CC1C(=O)Nc1nc2ccccc2s1 (configuration not stated),0%,3%,-4%,-3%,1%,0,2%,-4,15%,21%,?
O=C(c1ccc(N2CCCS2(=O)=O)cc1)N1CCN(c2ccccc2)CC1,4%,6%,0%,-1%,-1%,-9,0%,-6,-4%,4%,-5%
Clc1ccc(-c2cc(COc3ccc4ccccc4c3)no2)cc1,?,8%,?,0%,-5%,14,-2%,-10,48%[activator],-2%,5%
CCCCOCCCNC(=O)Cc1ccccc1OC,-13%,5%,-10%[15.4 µM],2%,3%,-5,3%,5,-3%,1%,-2%
CN(CCOc1ccccc1)S(=O)(=O)c1ccccc1C#N,.,.,11%,1%,-3%,2,.,0,.,5%,2%
C/C=C/c1ccc(OCC(=O)Nc2cc(Cl)ccc2-n2cncn2)c(OC)c1,.,.,-4%,0%,-5%,-4,.,3,.,11%,?
Oc1ccc(Br)cc1CNc1cnc2ccccc2c1,?,-12%[11.5 µM],-2%,-2%,178%[activator],-35,4%,-7,0%,-11%,?
CCCc1cc(=O)oc2cc(OCc3cc(OC)c(OC)c(OC)c3)c(Cl)cc12,?,-1%,9%,1%,-2%,6,1%,-2,2%,1%,-4%
CC(NC(=O)c1cnc2ccccc2n1)c1ccccc1 (configuration not stated),.,.,4%,-2%,-2%,-2,5%,-4,?,25%,10%
CSCC[C@H](NC(=O)OC(C)(C)C)C(=O)N/N=C/c1cccc2cccnc12,.,-3%,-10%,1%,-4%,5,0%,11,.,0%,?
O=C(N/C(=C\c1cccnc1)c1nc2ccccc2[nH]1)c1cccc(Br)c1,-1%,19%,1%,2%,-1%,7,1%,5,.,-4%,?
CC1CCCCC1NC(=O)NC(=O)COC(=O)c1nccnc1N (configuration not stated),.,.,-27%,1%,.,12,.,7,.,.,0%
